# Screens (PubChem BioAssay)
# TRHR ag = agonists of human TRH receptor; hit rate 0.18% among 360,000; AID 493084; TRHR cells, calcium flux fluo-8, FDSS agonist mode; activation, % at 2 µM; in the data active = activation above about 30%; note: 0% is about no effect
# Target sequence (P34981 whole entry, looked up): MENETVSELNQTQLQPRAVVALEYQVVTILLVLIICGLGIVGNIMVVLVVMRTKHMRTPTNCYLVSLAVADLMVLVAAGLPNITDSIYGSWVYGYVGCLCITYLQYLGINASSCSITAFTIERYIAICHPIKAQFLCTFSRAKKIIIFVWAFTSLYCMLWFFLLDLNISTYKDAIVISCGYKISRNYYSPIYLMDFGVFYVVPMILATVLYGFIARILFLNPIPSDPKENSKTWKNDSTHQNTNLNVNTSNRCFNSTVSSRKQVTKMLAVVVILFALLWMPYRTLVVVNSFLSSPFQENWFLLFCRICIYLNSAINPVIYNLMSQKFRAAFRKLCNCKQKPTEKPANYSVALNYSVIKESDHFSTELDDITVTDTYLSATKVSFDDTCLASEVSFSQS
#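 Steps: seed TRHR cells overnight; add fluo-8 no-wash Ca dye, RT 30 min–1.5 h; record 10 s baseline; pin-transfer compounds; monitor fluorescence 1 cycle/s for the agonist window. Calcium increases flag candidate agonists.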
# TRHR PAM = allosteric enhancers of human TRH receptor; P34981; enhancement, % at 2 µM; TRHR cells, fluo-8 calcium fluorescence, EC20 TRH enhancement; hit rate 0.66% among 360,000; in the data active = enhancement above about 30%; note: 0% is about no effect
#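 Enhancer read-out: after compound pinning and an initial kinetic agonist-mode read, an EC20 of TRH (10 nM final) was injected and fluo-8 calcium signal (Ex 480/Em 530) followed at 1 s/cycle for 100 cycles in TRHR-expressing cells.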
# D2 agonist = D2 dopamine receptor (human) agonism | HEK293 T-REx D2 cells, calcium flux agonist mode | activation, % at 2 µM | hit rate 0.53% among 340,000 | P14416;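 active = activation over 3 SD above normal in the single-dose calcium agonist read, cut at about 30% in these data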; note: 0% is about no effect
#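 Calcium-flux readout, 1 cycle/sec over 180 s following compound pin transfer, in inducible HEK293 Trex D2 cells (force-coupled); dopamine controls included. Positive calcium responses during this window marked compounds as potential agonists.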
# TrxR1 inh = rat TrxR1 inhibition; O89049; recombinant rTrxR1, NADPH fluorescence consumption, selenite substrate; Potency, µM (doses to about 114 µM), for inactives: at the top dose activity change, negative = inhibition, most hits filed as inhibitors; hit rate 1% among 390,000; AID 588453; note: potency is the fitted concentration of half-maximal effect; % is set by controls: 0 for no effect and ±100 for the full control effect; nearly all actives have a fitted effect of over 65% in size
#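 Rat TrxR1 (90 nM in the dispensed reagent) was pre-reduced with 400 uM NADPH for 5 min at room temperature, then incubated with compound for 15 min. After 400 uM selenite was added, NADPH fluorescence (Ex 340/Em 450 nm) was followed for 8 min.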
# D2 antagonist = antagonizes the human D2 dopamine receptor | P14416 | HEK293 TREx D2 cells, calcium flux, dopamine EC80 | inhibition, % at 10 µM | hit rate 2% among 340,000 | AID 485344; in the data active = inhibition above about 30%; note: 0% is about no effect
#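 Measurement of antagonist activity uses fluorescent calcium dye in inducible HEK293 T-REx D2 cells: 10 s baseline, compound addition with 180 s read, EC80 dopamine addition with a further 180 s read.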
# IDH1 R132H inh = blocks human mutant IDH1 R132H enzyme | O75874 | IDH1-R132H enzyme, NADPH consumption, diaphorase/resazurin fluorescence | Potency, µM (series often up to 76.6 µM), without a hit: at the highest dose activity change, negative = inhibition, actives largely listed as inhibitors | hit rate 0.093% among 390,000 | AID 602179; note: potency is the fitted concentration of half-maximal effect; % is set by controls: 0 for no effect and ±100 for the full control effect; nearly all actives have a fitted effect of over 65% in size
#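 IDH1-R132H (0.5 ug/mL) preincubated 30 min with compound, then NADPH (0.016 mM) and alpha-KG (2 mM) added; 80 min at RT, pH 7.5. Remaining NADPH coupled via diaphorase/resazurin to fluorescence (540/590 nm); concentration-response curves normalized to no-enzyme control.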
# TrxR1 substrate = is turned over as a substrate by rat TrxR1; purified TrxR1 substrate turnover, NADPH consumption readout; Potency, µM (titrated, usually from 114 µM), inactives show top-dose activity change, negative = substrate turnover; hit rate 0.01% among 390,000; note: potency is the fitted concentration of half-maximal effect; % is set by controls: 0 for no effect and ±100 for the full control effect; nearly all actives have a fitted effect of over 50% in size
#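 Rat TrxR1, dispensed at 90 nM, was prereduced with 400 uM NADPH (final) for 5 min at ~22 deg C, then incubated with compound 15 min before 400 uM selenite. A first-read NADPH fluorescence drop versus no-compound background flagged substrates.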
# Pin1 inhibitor = inhibitors of human Pin1. Potency, µM (series often up to 115 µM), without a hit: at the highest dose activity, negative = inhibition, usual class: inhibitors. hit rate 0.009% among 390,000. Pin1 FP peptide displacement, HiFluor488, 10 min; active = well fitted inhibition curve with a large enough effect in the polarisation, with a control signal flat, not every such curve was filed as active; inconclusive = small, poorly fitted or top-dose-only effect, or effect the other way, or a change in a side signal; inactive = no such curve, though single readings can be large or run the other way; the % refers to the polarisation; note: potency is the fitted concentration of half-maximal effect; % is set by controls: 0 for no effect and ±100 for the full control effect
# Target sequence (Q13526 whole entry, looked up): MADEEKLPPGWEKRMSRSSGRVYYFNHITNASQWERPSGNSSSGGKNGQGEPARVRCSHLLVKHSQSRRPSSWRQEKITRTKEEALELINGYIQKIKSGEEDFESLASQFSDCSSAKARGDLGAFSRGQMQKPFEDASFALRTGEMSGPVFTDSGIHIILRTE
# USP1-UAF1 inh = USP1/UAF1 (human) deubiquitinase inhibition; Potency, µM (doses to about 57.1 µM), for inactives: at the top dose activity change, negative = inhibition, actives largely listed as inhibitors; hit rate 0.23% among 390,000; AID 743255; O94782; recombinant USP1/UAF1, Ub-Rhodamine cleavage fluorescence; note: potency is the fitted concentration of half-maximal effect; % is set by controls: 0 for no effect and ±100 for the full control effect; nearly all actives have a fitted effect of over 60% in size; inactives centre near -12
#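 High-throughput fluorogenic screen: 1nM USP1/UAF1 complex, Ub-Rho substrate 150nM final, 50mM HEPES pH 7.8 with 0.5mM EDTA, 0.1 mg/ml BSA, 1mM TCEP and 0.01% Tween-20.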
# * marks the source's active call; other numbers are inactive results; ? = inconclusive; . = no result given; [ ] = another dose, or the depositor's remark. Unless noted, calls come from the whole dose curve; as a rule, active = well fitted inhibition curve with a large enough effect; inconclusive = small, poorly fitted or top-dose-only effect; inactive = no such curve, though single readings can be large or run the other way. Some of the compounds tested; rates above refer to the full screens.
No.	structure	TRHR ag	TRHR PAM	D2 agonist	TrxR1 inh	D2 antagonist
1	Cc1cc(S(=O)(=O)Cc2noc(-c3c(C)noc3C)n2)c(C)cc1Cl	0.1	-0.3	-0.5	-5.7%	3.3
2	Cc1ccc(S(=O)(=O)Nc2c(C)nn(C)c2C)c(C)c1	0.1	0.5	1.1	18.3%[57.1 µM]	-0.4
3	Cc1ccc(CCNC(=O)CCN2N=C(c3ccc(C)cc3)CCC2=O)cc1	-1.2	1.1	.	-11.9%[57.1 µM]	.
4	Cn1c(SCc2ccccc2Cl)nc2c1c(=O)[nH]c(=O)n2C	-0.7	1.8	-0.5	-19.7%	3.6
5	O=C(C1CCCC1)N1CCN=C1SCc1cccc([N+](=O)[O-])c1	-0.2	-1.3	-0.3	13.8%[57.1 µM]	-10.9
6	CCn1c(CSCc2ccc(Cl)cc2)n[nH]c1=S	-0.1	4.7	-1.7	-8.5%	1.8
7	Cc1cc(C)cc(-c2nnc(SCC(=O)NCc3cccs3)o2)c1	-2.0	0.2	-1.0	-4.3%[57.1 µM]	1.1
8	Cc1cccc(N2CCCn3c2nc2c3c(=O)[nH]c(=O)n2C)c1	-0.9	-1.2	.	1.0%	.
9	Cc1ccc(S(=O)(=O)N2CCN(C(=O)COC(=O)CNC(=O)c3ccccc3F)CC2)c(C)c1	.	.	.	22.4%	.
10	CCN(C(=O)COC(=O)CSc1cc(C)c2ccccc2n1)c1ccccc1	0.6	1.5	0.4	-18.2%	-7.4
11	O=C(C1CCCCN1S(=O)(=O)c1ccccc1)N1CCCCC1 (stereo not given)	-0.6	9.1	0.7	7.7%	15.7
12	C=CCc1ccccc1OCC(O)CN1CCN(c2ccc(C)cc2)CC1 (stereo not given)	-0.1	2.7	-1.4	15.9%	-3.9
13	CCN(CC(=O)NCc1ccc(F)cc1)CC(=O)Nc1cc(S(=O)(=O)N(C)C)ccc1C	-0.1	-0.5	.	4.2%	.
14	O=c1[nH]c2ccc(NCc3ccc(OCc4ccccc4Cl)cc3)cc2[nH]1	-0.5	2.6	-0.6	10.5%	6.3
15	COc1ccc(CN2CC(=O)N(c3ccc(Cl)cc3)C2=S)cc1OC	0.6	4.3	-0.3	-4.0%	2.6

No.	IDH1 R132H inh	TrxR1 substrate	Pin1 inhibitor	USP1-UAF1 inh
1	4.8%	-9.7%	?	-14.8%
2	5.7%	5.2%[57.1 µM]	-12.1%	-17.6%
3	-9.4%	-14.4%[57.1 µM]	1.8%	-13.1%
4	0.0%	-13.4%	-2.3%	1.5%
5	11.2%	4.7%[57.1 µM]	-3.0%	-1.4%
6	-3.9%	-5.6%	6.0%	-5.8%
7	6.4%	-2.5%[57.1 µM]	-2.5%	1.8%
8	0.0%	-5.6%	-2.2%	-9.7%
9	2.8%	12.5%	3.6%	-17.6%
10	3.5%	-1.5%	18.4%	-15.6%
11	0.0%	4.3%	-2.0%	-11.3%
12	4.8%	-3.5%	-0.5%	-4.3%
13	-0.3%	-5.8%	3.0%	-13.9%
14	4.8%	-0.1%	4.1%	-18.7%
15	0.0%	-9.5%	-11.4%	-17.3%

# 9 entries from above, ordered by heavy-atom count, ascending:
No.	structure	TRHR ag	TRHR PAM	D2 agonist	TrxR1 inh	D2 antagonist
2	Cc1ccc(S(=O)(=O)Nc2c(C)nn(C)c2C)c(C)c1	0.1	0.5	1.1	18.3%[57.1 µM]	-0.4
4	Cn1c(SCc2ccccc2Cl)nc2c1c(=O)[nH]c(=O)n2C	-0.7	1.8	-0.5	-19.7%	3.6
8	Cc1cccc(N2CCCn3c2nc2c3c(=O)[nH]c(=O)n2C)c1	-0.9	-1.2	.	1.0%	.
7	Cc1cc(C)cc(-c2nnc(SCC(=O)NCc3cccs3)o2)c1	-2.0	0.2	-1.0	-4.3%[57.1 µM]	1.1
15	COc1ccc(CN2CC(=O)N(c3ccc(Cl)cc3)C2=S)cc1OC	0.6	4.3	-0.3	-4.0%	2.6
14	O=c1[nH]c2ccc(NCc3ccc(OCc4ccccc4Cl)cc3)cc2[nH]1	-0.5	2.6	-0.6	10.5%	6.3
10	CCN(C(=O)COC(=O)CSc1cc(C)c2ccccc2n1)c1ccccc1	0.6	1.5	0.4	-18.2%	-7.4
13	CCN(CC(=O)NCc1ccc(F)cc1)CC(=O)Nc1cc(S(=O)(=O)N(C)C)ccc1C	-0.1	-0.5	.	4.2%	.
9	Cc1ccc(S(=O)(=O)N2CCN(C(=O)COC(=O)CNC(=O)c3ccccc3F)CC2)c(C)c1	.	.	.	22.4%	.

No.	IDH1 R132H inh	TrxR1 substrate	Pin1 inhibitor	USP1-UAF1 inh
2	5.7%	5.2%[57.1 µM]	-12.1%	-17.6%
4	0.0%	-13.4%	-2.3%	1.5%
8	0.0%	-5.6%	-2.2%	-9.7%
7	6.4%	-2.5%[57.1 µM]	-2.5%	1.8%
15	0.0%	-9.5%	-11.4%	-17.3%
14	4.8%	-0.1%	4.1%	-18.7%
10	3.5%	-1.5%	18.4%	-15.6%
13	-0.3%	-5.8%	3.0%	-13.9%
9	2.8%	12.5%	3.6%	-17.6%

# More compounds
No.	structure	TRHR ag	TRHR PAM	D2 agonist	TrxR1 inh	D2 antagonist
16	CN1C[C@@H]2[C@@H]3C(=O)N(C)C(=O)[C@@H]3[C@](C)(C1=O)N2C(=O)c1ccc(Br)cc1	.	.	.	10.1%	.
17	Cc1ccc(/C([O-])=C(/C(=S)NCc2ccccc2)[n+]2ccccc2)cc1[N+](=O)[O-]	0.3	2.1	31.3*	31.4%[activator]	8.0
18	Fc1cccc(CN2CCN3CCCC3C2C2CCCCC2)c1 (stereo not given)	-0.5	-2.8	4.0	3.6%[57.1 µM]	-20.8
19	Cc1ccc(C)c(NC(=O)CSc2nc3c(oc4ccccc43)c(=O)n2-c2ccccc2)c1	0.5	-0.4	0.5	9.6%	18.0
20	CC(=O)N(C(C)=O)c1c(C#N)c(C)n(-c2ccccc2)c1C(=O)c1ccccc1	-1.4	2.5	0.0	5.3%[57.1 µM]	-21.1
21	Cc1cc(C(=O)NCc2ccco2)sc1C	-0.1	0.4	-1.8	11.0%	-5.6
22	CCOCCn1c(N2CCN(c3ccccc3)CC2)nc2c1c(=O)[nH]c(=O)n2C	-0.3	-15.4	-0.4	15.3%[11.4 µM]	2.4
23	C=CCn1c(SCC(=O)OCC)nc2cc(C(=O)NCc3ccco3)ccc2c1=O	-0.4	-7.7	-0.4	0.7%	-9.9
24	Clc1cccc(Cl)c1Cn1cnc2c(NCc3ccco3)ncnc21	-0.8	-6.5	0.1	25.1%	-5.2
25	CC(=O)Nc1nc(C)c(C(C)(C)C)s1	0.5	-1.5	-0.3	16.7%	-9.6
26	COc1cc(/C=N\Nc2nncn2N)ccc1OC(C)=O	-0.1	6.1	0.6	16.9%	7.3

No.	IDH1 R132H inh	TrxR1 substrate	Pin1 inhibitor	USP1-UAF1 inh
16	-12.7%	-5.1%[57.1 µM]	4.2%	2.2%
17	8.9%	8.7%	-5.4%	-18.9%
18	2.8%	6.0%[57.1 µM]	2.2%	3.4%
19	2.1%	5.8%	19.3%	-12.1%
20	2.9%	7.0%[57.1 µM]	17.8%	?
21	-2.9%	5.5%	-0.4%	-21.6%
22	1.6%	12.1%[57.1 µM]	-2.9%	-14.0%
23	8.0%	3.7%	-2.7%	-5.9%
24	-1.3%	4.9%	-0.6%	-4.1%
25	12.5%	6.7%	-8.4%	-17.1%
26	23.2%	-7.0%	6.4%	-13.6%
